Screens (PubChem)
BAZ2B inh = BAZ2B (human) inhibition; Q9UIF8; AlphaScreen BAZ2B-H3K14Ac peptide displacement; Potency, µM (highest dose often 114 µM), for the others: at the top dose activity change, negative = inhibition, hits mostly inhibitors; 360,000 tested, 4.4% active; note: potency is the fitted concentration of half-maximal effect; % is set by controls: 0 for no effect and ±100 for the full control effect; nearly all actives have a fitted effect of over 60% in size
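Multi-concentration screen (max 110 uM) measuring displacement of acetylated histone H3 peptide from BAZ2B by AlphaScreen, using 50 nM protein, 50 nM peptide and 10 ug/mL streptavidin donor plus Ni-chelate acceptor beads.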
12-LOX inh = blocks human arachidonate 12S-lipoxygenase; purified 12hLO, xylenol orange hydroperoxide absorbance; 580,000 tested, 1.1% active; Potency, µM (series often up to 108 µM), without a hit: top-dose activity change, negative = inhibition, most hits filed as inhibitors; P18054; note: potency is the fitted concentration of half-maximal effect; % is set by controls: 0 for no effect and ±100 for the full control effect
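Purified human 12hLO at 150 nM in 25 mM Hepes, 0.01% Triton X-100, pH 7.0, preincubated 15 min at room temperature with compound. Reaction started with 40 uM arachidonic acid, 30 min at room temperature. Hydroperoxide measured by Fe-xylenol orange, 573/405 nm absorbance ratio.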
JMJD2A Tudor inh = blocks the human JMJD2A Tudor domain | AlphaScreen JMJD2A-Tudor / H3K4me3 peptide binding | AID 504339 | O75164 | Potency, µM (highest dose often 114 µM), inactives show top-dose activity change, negative = inhibition, most hits filed as inhibitors | 390,000 tested, 4.4% active; note: potency is the fitted concentration of half-maximal effect; % is set by controls: 0 for no effect and ±100 for the full control effect; nearly all actives have a fitted effect of over 50% in size
ERG-DNA inh = blocks human ERG Ets domain binding to DNA; P11308; fluorescence polarization, His-ERG Ets domain / labelled DNA; Potency, µM (doses to about 76.9 µM), inactives show at the top dose FP activity, negative = inhibition, hits mostly inhibitors; 370,000 tested, 0.028% active; AID 624246; active = well fitted inhibition curve with a large enough effect in the polarisation, with a control signal flat; inconclusive = small, poorly fitted or top-dose-only effect, or effect the other way, or a change in a side signal; inactive = no such curve, though single readings can be large or run the other way; the % refers to the polarisation;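 note: polarization taken with two DNA probes labelled with fluorescein and Texas red; potency is the fitted concentration of half-maximal effect; % of control where 0% means no effect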
Target sequence (P11308 whole entry, looked up, the tested form may be a part): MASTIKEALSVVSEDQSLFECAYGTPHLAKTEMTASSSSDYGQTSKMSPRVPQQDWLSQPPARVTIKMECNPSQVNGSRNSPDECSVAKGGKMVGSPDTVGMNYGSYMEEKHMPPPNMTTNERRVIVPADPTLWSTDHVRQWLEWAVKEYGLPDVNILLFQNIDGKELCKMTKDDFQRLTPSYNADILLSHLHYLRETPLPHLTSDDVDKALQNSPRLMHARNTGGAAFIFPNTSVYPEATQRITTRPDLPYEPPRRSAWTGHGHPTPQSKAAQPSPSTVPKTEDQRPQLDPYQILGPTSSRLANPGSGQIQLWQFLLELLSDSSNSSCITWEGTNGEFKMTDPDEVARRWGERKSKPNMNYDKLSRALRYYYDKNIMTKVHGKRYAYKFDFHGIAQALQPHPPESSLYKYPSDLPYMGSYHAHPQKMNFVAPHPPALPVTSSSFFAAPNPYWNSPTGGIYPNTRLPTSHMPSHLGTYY
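His-tagged ERG Ets domain (1 uM in the protein solution; 300mM KCl, 50mM Tris-HCl, 1mM EDTA, 1mM DTT, pH 7.5) received compound, then a probe mix of 5 nM fluorescein-DNA and 100nM Texas-615-DNA. Fluorescence polarization was read for both dyes.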
RGS4 inh = blocks human RGS4-accelerated GTP hydrolysis. P49798. AID 504845. Transcreener GDP fluorescence polarization, RGS4-accelerated GTP hydrolysis. Potency, µM (highest dose often 114 µM), without a hit: at the top dose activity change, negative = inhibition, actives largely listed as inhibitors. 390,000 tested, 0.039% active; note: potency is the fitted concentration of half-maximal effect; % is set by controls: 0 for no effect and ±100 for the full control effect; nearly all actives have a fitted effect of over 75% in size; some results filed as inactive show a strong effect at the top dose
Target sequence (P49798 whole entry, looked up): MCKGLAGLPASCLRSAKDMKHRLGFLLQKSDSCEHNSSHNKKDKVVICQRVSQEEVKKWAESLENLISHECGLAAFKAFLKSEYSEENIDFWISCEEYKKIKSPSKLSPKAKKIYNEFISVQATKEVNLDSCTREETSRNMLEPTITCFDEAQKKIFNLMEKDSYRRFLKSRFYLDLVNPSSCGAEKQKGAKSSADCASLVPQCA
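MLSMR compounds (23 nl, pin-transferred) preincubated 10 min at room temperature with a 500nM (2x) first reagent, then RGS4 at 900nM (2x) plus Transcreener GDP mix added; fluorescence polarization (620/688 nm) read before and after 90 min at 30 °C.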
HP1b chromo inh = HP1-beta chromodomain-methylated histone interaction inhibition | AID 540317 | 390,000 tested, 0.56% active | P83916 | Potency, µM (top dose mostly 114 µM), inactives show at the highest dose activity change, negative = inhibition, most hits filed as inhibitors | AlphaScreen HP1-beta / biotin-H3K9me3 peptide binding; note: potency is the fitted concentration of half-maximal effect; nearly all actives have a fitted effect of over 70% in size; inactives centre near 23
Target sequence (P83916 whole entry, looked up): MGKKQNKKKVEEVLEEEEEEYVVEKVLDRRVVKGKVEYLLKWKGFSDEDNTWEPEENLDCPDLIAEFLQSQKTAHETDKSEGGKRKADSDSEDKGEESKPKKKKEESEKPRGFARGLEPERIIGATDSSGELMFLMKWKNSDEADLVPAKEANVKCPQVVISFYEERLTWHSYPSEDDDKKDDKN
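AlphaScreen: HP1-beta (50 nM) preformed 30 min with biotin-H3(1-18)K9me3 peptide (50 nM) in PBS pH 7.4, 0.01% Tween-20. Compound added for 30 min at RT, then streptavidin donor/nickel chelate acceptor beads (10 ug/mL) for 30 min.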
GLS inh = inhibitors of human glutaminase (GLS); O94925; Potency, µM (series often up to 45.5 µM), without a hit: top-dose activity change, negative = inhibition, actives largely listed as inhibitors; 410,000 tested, 0.21% active; GLS enzymatic activity, qHTS titration; note: potency is the fitted concentration of half-maximal effect; % is set by controls: 0 for no effect and ±100 for the full control effect
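Glutamate formation by hKGA was monitored fluorometrically using coupled glutamate oxidase, HRP and Amplex Red. Substrate was added as 1 mM L-glutamine solution; incubation was 30 min at RT after an initial read.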
G9a block = blocks human histone lysine methyltransferase G9a; 350,000 tested, 8.8% active; Potency, µM (titrated, usually from 102 µM), for inactives: at the highest dose activity, negative = inhibition, usual class: inhibitors; G9a H3K9 monomethylation, AlphaScreen, 2 h; Q96KQ7; note: potency is the fitted concentration of half-maximal effect; % is set by controls: 0 for no effect and ±100 for the full control effect; nearly all actives have a fitted effect of over 75% in size
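G9a (20 nM) preincubated 15 min RT with compounds, then 500 nM biotinylated H3K9 peptide and 20 uM SAM added; 2 h RT reaction. Monomethyl-H3K9 product detected by AlphaScreen with anti-H3K9me1 antibody, streptavidin donor and anti-rabbit IgG acceptor beads.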
PI4K2A inh = blocks human PI4K2A kinase activity; Q9BTU6; activity change, negative = inhibition, % at 76.9 µM; purified PI4K2A, ADP-Glo luminescence, 1 h; stronger effect = lower value; 420,000 tested, 0.13% active; in the data active = activity change below about -50%; inconclusive = mostly about -30% to -49%;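 note: -100% = wells without enzyme as full effect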
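Compounds are screened against recombinant PI4K2A using PI as substrate and ATP, the latter dispensed at 300 microM. Reactions run one hour at ambient temperature before ADP-Glo detection; full inhibition defined by wells lacking enzyme.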
Active calls of the source: *; i = inactive; ? = inconclusive; / = no result given; [ ] = another dose, or the depositor's remark. Unless noted, calls come from the whole dose curve; as a rule, active = well fitted curve in the direction sought with a large enough effect; inconclusive = small, poorly fitted or top-dose-only effect, or another doubt; inactive = no such curve, though single readings can be large; an effect the other way counts as inactive or inconclusive. This is a subset; the hit share may differ from the screen's.

SMILES	BAZ2B inh	12-LOX inh	JMJD2A Tudor inh	ERG-DNA inh	RGS4 inh	HP1b chromo inh	GLS inh	G9a block	PI4K2A inh
Cc1nc2ccccc2c(=O)n1/N=C/c1ccc(O)cc1	-5%	5%	-7%	/	-17%	12%	?	15%[59 µM]	-1
CC(=O)Nc1ccc(Sc2ncccc2C(=O)Nc2ccc(F)cc2)cn1	-2%	-10%[57.4 µM]	-14%	/	-9%	37%[activator]	5%	?	0
CS(=O)(=O)NCc1nnc(SCc2ccc(C(F)(F)F)cc2)o1	-7%	0%	3%	-25%	-12%	46%[activator]	0%	/	0
CCN(CC(=O)Nc1ccc(NC(C)=O)cc1)C(=O)c1oc2c(ccc3ccccc32)c1C	-2%	-10%	6%	-6%	-9%	13%[57 µM]	-5%	-1%[59 µM]	5
CC(=O)Nc1sc(N/N=C\c2ccc(O)cc2)nc1-c1cccs1	?	?	40µM*	-4%	-17%	?	-3%	32µM*	-1
COc1ccc(CNC(=O)C(=O)NCC(c2ccco2)S(=O)(=O)c2ccc(Cl)cc2)cc1 (stereo not drawn)	2%	-5%	-1%	-2%	-36%	38%	7%	0%[59 µM]	-2
O=C(c1ccccc1)N1CCN(C2CC(=O)N(CCc3ccccc3)C2=O)CC1 (stereo not drawn)	/	-4%	-10%	/	-1%	19%	-1%	3%[59 µM]	-3
O=C(O)Cc1csc(-c2cccc(F)c2)n1	-5%	0%	-14%	-6%	-8%	29%	-1%	22%	-8
Cc1cccc(OCCSc2nncn2C)c1	-35%	-2%	-8%	-2%	-7%	34%	-10%	6%	-1
CC(C)n1c(C(O)c2ccc3c(c2)OCO3)nc2ccccc21 (stereo not drawn)	-32%	13%	-30%	-1%	2%	9%	8%	71µM*	7
CCC(C)N(C(=O)Cn1nnc2ccccc21)C(C(=O)Nc1ccc(F)cc1)c1cccc(OC)c1 (stereo not drawn)	-30%	17%	-22%	/	-16%	17%	-6%	-7%[12.7 µM]	0
CCC(=O)N1C(C(=O)NCc2ccc(OC)cc2)CSC1c1ccc(OC)cc1 (stereo not drawn)	-11%	0%	-12%	-6%	3%	29%	10%	-7%	-7

Reprinted at random: 7 records from the list, in no set order.
SMILES	BAZ2B inh	12-LOX inh	JMJD2A Tudor inh	ERG-DNA inh	RGS4 inh	HP1b chromo inh	GLS inh	G9a block	PI4K2A inh
CC(=O)Nc1sc(N/N=C\c2ccc(O)cc2)nc1-c1cccs1	?	?	40µM*	-4%	-17%	?	-3%	32µM*	-1
Cc1nc2ccccc2c(=O)n1/N=C/c1ccc(O)cc1	-5%	5%	-7%	/	-17%	12%	?	15%[59 µM]	-1
CCN(CC(=O)Nc1ccc(NC(C)=O)cc1)C(=O)c1oc2c(ccc3ccccc32)c1C	-2%	-10%	6%	-6%	-9%	13%[57 µM]	-5%	-1%[59 µM]	5
O=C(O)Cc1csc(-c2cccc(F)c2)n1	-5%	0%	-14%	-6%	-8%	29%	-1%	22%	-8
CCC(C)N(C(=O)Cn1nnc2ccccc21)C(C(=O)Nc1ccc(F)cc1)c1cccc(OC)c1 (stereo not drawn)	-30%	17%	-22%	/	-16%	17%	-6%	-7%[12.7 µM]	0
COc1ccc(CNC(=O)C(=O)NCC(c2ccco2)S(=O)(=O)c2ccc(Cl)cc2)cc1 (stereo not drawn)	2%	-5%	-1%	-2%	-36%	38%	7%	0%[59 µM]	-2
Cc1cccc(OCCSc2nncn2C)c1	-35%	-2%	-8%	-2%	-7%	34%	-10%	6%	-1

(more compounds)
SMILES	BAZ2B inh	12-LOX inh	JMJD2A Tudor inh	ERG-DNA inh	RGS4 inh	HP1b chromo inh	GLS inh	G9a block	PI4K2A inh
Cc1nn2c(NCc3ccccn3)c3c(nc2c1-c1ccccc1)CCC3	12%	0%	-15%	0%	-12%	37%[activator]	0%	56%[activator][59 µM]	-1
CCOc1cc(-c2nc(-c3ccc(C)nc3OC)no2)cc(OCC)c1OCC	4%	-19%	-6%	3%	4%	2%	-2%	-21%[12.7 µM]	3
O=C(COC(=O)c1cncc(Br)c1)NCc1ccccc1Cl	/	-8%	1%	-11%	-20%	13%	-6%	?	5
COc1ccc2c(c1)Cc1sc(NC(=O)c3ccccc3Br)nc1-2	-33%	?	?	-4%	-40%	-20%	12%	25µM*	?
CC1CC(=O)C2=C(C1)OC(N)=C(C#N)C2c1coc2ccccc2c1=O (stereo not drawn)	3%	-59%	-18%	21%	2%	10%	0%	?	-3
Cc1ccc(NC(=O)N2CCN(C)c3ncccc32)cc1C	-11%	0%	-6%	-3%	23%	29%	20%	-6%[59 µM]	0
O=C(Nc1ccc(N2CCOCC2)cc1)c1cn2ccccc2n1	?	3%	-11%	3%	-24%	2%	27%	4%[0.501 µM]	-30
CCOC(=O)COc1ccc(S(=O)(=O)NCc2ccncc2)cc1	7%	-13%	-8%	/	8%	27%	-3%	?	0
FC(F)(F)c1ccccc1NC(=S)N1CCN(c2ccccn2)CC1	-8%	0%	-7%	7%	-30%	48%[activator]	15%	-2%	1
O=C(CSc1ccc(Br)cc1)NCC1CCCO1 (stereo not drawn)	-20%	-3%	5%	-1%	-14%	25%	-12%	40µM*	6
COc1ccccc1Nc1ccc(NC(=O)c2cccc([N+](=O)[O-])c2C)cc1	10µM*	-7%	13µM*	2%	21%	?	8%	9%[2.33 µM]	0
CS/C(=C\[N+](=O)[O-])Nc1ccc(OC(F)(F)F)cc1	-32%	-11%	-12%	-5%	-41%	23%	9%	50µM*	-11
Cc1noc(C)c1COc1cccc(C(=O)Nc2ccc(OCc3ccccc3)cc2)c1	-1%	0%	7%	-6%	14%	36%	5%	-2%	1
COc1ccc(NC(C)=O)cc1NC(=O)c1cccc(S(=O)(=O)N2CCN(Cc3ccccc3)CC2)c1	-6%	-17%	-26%	/	-3%	7%	8%	-1%[0.501 µM]	3
CCOC(=O)N1CCN(C(=O)CCc2ccccc2)CC1	28%	14%	5%	5%	-2%	53%[activator]	-6%	/	3
CC(C)C1N(C(=O)CN2CCCCC2)CCN1S(=O)(=O)c1ccccc1 (stereo not drawn)	-3%	-16%	1%	1%	1%	30%	-1%	12%	0
CCOC(=O)c1cc([N+](=O)[O-])cc([N+](=O)[O-])c1Sc1ncnc2nc[nH]c12	/	-25%	-31%	-1%	?	12%	19%	/	25
COc1cc(/C=N/NC(=O)c2cccc3ccccc23)ccc1OCC(N)=O	/	-30%	-10%	6%	11%	14%	3%	/	-4
COc1cccc(-n2nnc3c(=O)n(CC(=O)NCC4CCCO4)cnc32)c1 (stereo not drawn)	1%	8%	-4%	6%	-15%	42%[activator]	-16%	-5%	-4
O=C(Nc1ccc(O)cc1)c1cc2n(n1)C(C(F)(F)F)CC(c1ccco1)N2 (stereo not drawn)	-33%	0%	-18%	2%	16%	10%	21%	-47%	-5
CC(C)N(C)CCOC(=O)c1ccccc1Br	2%	-20%	50µM*	-12%	?	19%	?	-2%[59 µM]	0
CCOC(=O)c1cnc2c(c(C)nn2CC)c1NC1CC1	0%	10%	-19%	-1%	21%	30%	9%	7%	-2
Cc1ccc(C)c(NC2=NC3(CCCCC3)N=C(N)N2)c1	-2%	-28%	-16%	4%	8%	1%	-2%	-11%[59 µM]	6
c1ccc(-c2cnnc(SCc3cn4cccnc4n3)n2)cc1	-1%	-1%	3%	-3%	-9%	40%[activator]	7%	?	7
O=C(Cn1c(=O)n(-c2ccccc2)c(=O)c2c3c(sc21)CCCC3)Nc1ccc(F)cc1F	?	-1%	-8%	1%	17%	14%	18%	-32%[59 µM]	-3
COc1ccc(/C=C(\C)C(=O)c2c(C)cc(C)[nH]c2=O)cc1	/	i	-3%	15%	7%	19%	3%	/	0
COc1ccccc1NC(=O)CN1CCN(CC(=O)Nc2ccc(F)cc2)CC1	9%	15%	-3%	-3%	-28%	40%[activator]	11%	?	1
CCOC(=O)c1c(S(=O)(=O)NCC(=O)Nc2ccc(Cl)c(C(F)(F)F)c2)c(C)n(C)c1C	-15%	-15%	?	-3%	-1%	-14%	7%	-3%[59 µM]	-3
NS(=O)(=O)c1ccc(Sc2nc3ccccc3s2)c([N+](=O)[O-])c1	-32%	141%[activator]	?	0%	-27%	-9%	-7%	45µM*	-3
COc1ccc(NC(=O)CSc2nnc(Cc3ccc(C)cc3)c(=O)n2N)cc1OC	-3%	14%	-9%	5%	-2%	46%[activator]	3%	7%	0
CC(C)(C)OC(=O)C[C@H]1C/C=C\C[C@H](CC(=O)N[C@@H](CO)Cc2ccccc2)C(=O)N[C@H](C(C)(C)C)COC1=O	/	-90%	-8%	1%	0%	34%	-6%	/	-4
